mHtt clearance – mutant huntingtin protein clearance. hit rate 0.42% among 47,000. inhibition, % at 1.5 µM. HeLa Exon1htt(103Q)mCFP, aggregate imaging; zero = plate's median compound well;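 active = inhibition of aggregate fluorescence above about 70%, also judged a hit by eye on the cell image, limit read from the data, passing the limit was not always enough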;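 note: cells exposed to compound for three days before fixation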
mHtt clearance grain fraction – second read-out of mHtt clearance, no call of its own (marks repeat the call); fraction fluorescence in grains; measured here: aggregate grain fluorescence fraction; stronger effect = lower value;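 scaled fraction of total cell fluorescence in grains with unit not stated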
An asterisk follows results filed as active.

SMILES	mHtt clearance	mHtt clearance grain fraction
CCC(=O)Nc1nc2ccccc2n1Cc1ccc(C)cc1	-39	55
CC1CCCCN1CCNC(=O)C1CCN(S(=O)(=O)c2cccc3cccnc23)CC1 (stereo unspecified)	59	13
COc1ccc(NC(=O)c2ccccc2C)c(OC)c1	-9	39
CC(C)(C)n1nc2c(c1NC(=O)Cc1cccs1)CSC2	29	26
CCN(CC)CCN1C(=O)C(O)=C(C(=O)c2ccc(C)o2)C1c1ccccn1 (stereo unspecified)	1	19
CCOC(=O)N1CCN(S(=O)(=O)c2cc(OCC)ccc2OCC)CC1	6	37
Fc1ccccc1C(c1nnnn1Cc1ccc2c(c1)OCO2)N1CCN(Cc2ccccc2)CC1 (stereo unspecified)	18	13
O=C(c1ccc(F)cc1)C1CCN(C(=O)Nc2ccc(F)cc2)CC1	31	27
CCN1CCN(Cc2ccc(NC(=O)Nc3cccs3)cc2)CC1	4	20
C=CCC(C#Cc1ccccc1)[N+](C)(C)CC=C (stereo unspecified)	-142	78
CCN(CC)S(=O)(=O)c1ccc2oc(C(=O)NCCCN3CCOCC3)c(C)c2c1	14	28
Cc1ccc(-n2nnc3c(SCC(=O)NCc4ccco4)ncnc32)cc1	-34	59
COC(=O)Nc1nnc(Cc2ccccc2)s1	50	11
CCCn1c(O)c2ccc(C(=O)N=NC(=O)c3cccnc3)cc2c1O	-28	39
CC(C)(C)c1cccc(OCCCSc2ncccn2)c1	-42	57
c1ccc(-n2c(SCC3CCCCO3)nnc2-c2cnccn2)cc1 (stereo unspecified)	-20	22
Cc1ccc(C)c(OCC(=O)Nc2cccc(C(=O)O)c2)c1C	48	12
CCOC(=O)CSc1nnc(CNC(=O)c2ccc(OC)c(OC)c2)n1C	-147	50
O=C1N(Nc2ccccc2)C(c2ccc(Br)cc2)C12CCCC2 (stereo unspecified)	-28	54
CSCCC(NC(=O)C1CCC(C)CC1)C(=O)NCc1ccco1 (stereo unspecified)	29	27

Taken from the results shown, 3 compounds:
SMILES	mHtt clearance	mHtt clearance grain fraction
CCOC(=O)CSc1nnc(CNC(=O)c2ccc(OC)c(OC)c2)n1C	-147	50
O=C1N(Nc2ccccc2)C(c2ccc(Br)cc2)C12CCCC2 (stereo unspecified)	-28	54
CSCCC(NC(=O)C1CCC(C)CC1)C(=O)NCc1ccco1 (stereo unspecified)	29	27

Carrying on:
SMILES	mHtt clearance	mHtt clearance grain fraction
C=C(C)c1cccc(C(C)(C)NC(=O)N2CCCC(C(N)=O)C2)c1 (stereo unspecified)	-1	19
N#CC1(C#N)C2=C(CCCC2)NC(c2ccccc2)C1(C#N)C#N (stereo unspecified)	-6	33
CS(=O)(=O)NCC(c1cccnc1)N1CCN(c2ccc(F)cc2)CC1 (stereo unspecified)	61	6.3
COc1ccc(-n2nnnc2SCC(=O)Nc2ccc3c(c2)OCCO3)cc1OC	26	14
COc1cc(NC(=O)C(C)Oc2ccccc2)c(C(=O)O)cc1OC (stereo unspecified)	-14	22
CCOC(=O)C1CCN(C(=O)Nc2ccc3c(c2)nc(C)n3C)CC1	-42	28
CCOC(=O)c1ccc(Oc2cc(C)nc(SC)n2)cc1	-35	25
Cc1ccc(NC(=O)CCc2c(C)nc3ncnn3c2C)nc1	56	8.5
O=C(Cn1c(=O)oc2cc(S(=O)(=O)N3CCOCC3)ccc21)N1CCc2ccccc2C1	37	31
COc1ccc(CCNC(=O)c2nnc(Cc3c(F)cccc3Cl)o2)cc1OC	16	31
CCC(=O)c1cc(F)c(N2CCN(S(=O)(=O)c3ccccc3)CC2)cc1C	43	13
Cc1ccc(Nc2nc(N)nc(CSc3nccn3C)n2)c(C)c1	-4	20
O=C(Nc1ccon1)c1cccc(S(=O)(=O)N2CCCC2)c1	2	19
O=C(O)CC(NC(=O)c1ccccc1NC(=O)c1ccccc1)C(=O)O (stereo unspecified)	20	13
Cc1ccc(P(=O)(CO)c2ccc(C)cc2)cc1	1	20
CSc1nsc(/C=C/Nc2cccc(Cl)c2)c1C#N	-23	29
CCOC(=O)N1CCN(S(=O)(=O)c2cc(C)c(C)cc2C)CC1	-25	22
Cc1nc2ccc3nc(NC(=O)c4ccco4)sc3c2s1	28	27
Cc1ccc2nc(SCc3ccc([N+](=O)[O-])cc3)[nH]c2c1	2	30
O=C(NCc1cccs1)c1ccc(N2CCCCC2)nc1	-11	23

Seven entries out of the list above, arranged by the number in mHtt clearance grain fraction, descending.
molecule,mHtt clearance grain fraction
O=C(Cn1c(=O)oc2cc(S(=O)(=O)N3CCOCC3)ccc21)N1CCc2ccccc2C1,31
CCOC(=O)c1ccc(Oc2cc(C)nc(SC)n2)cc1,25
COc1cc(NC(=O)C(C)Oc2ccccc2)c(C(=O)O)cc1OC (stereo unspecified),22
O=C(Nc1ccon1)c1cccc(S(=O)(=O)N2CCCC2)c1,19
CCC(=O)c1cc(F)c(N2CCN(S(=O)(=O)c3ccccc3)CC2)cc1C,13
Cc1ccc(NC(=O)CCc2c(C)nc3ncnn3c2C)nc1,8.5
CS(=O)(=O)NCC(c1cccnc1)N1CCN(c2ccc(F)cc2)CC1 (stereo unspecified),6.3

Continued.
SMILES	mHtt clearance	mHtt clearance grain fraction
C=CCN(C(C)=O)C1CC(=O)N(c2ccc(OCCC)cc2)C1=O (stereo unspecified)	1	28
O=C(NC1CCCC1)c1cnc2n(c1=O)CCS2	-73	64
Cc1cccc(NC(=O)CSc2nnc(CSc3nc(C)cc(C)n3)n2Cc2ccco2)c1	30	22
COc1ccc(CCNc2ncnc3[nH]ncc23)cc1OC	18	24
COc1ccc(-n2c(SCC#N)nnc2-c2cccnc2)cc1	-7	37
CCCCn1nnc(NC(=O)c2ccco2)n1	-17	44
CCOC(=O)N1CCC(N2C(=O)c3ccc(C(=O)NCc4ccco4)cc3C2=O)CC1	-19	40
CC(=O)Nc1cnn(Cc2ccc(Br)cc2)c1	23	15
COc1cc(OC)cc(C(=O)NC2CC3CCC(C2)N3Cc2ccco2)c1 (stereo unspecified)	-36	46
CCCN(CCC)CCNc1c(N2CCN(C(=O)OCC)CC2)c(=O)c1=O	2	34
O=C(Nc1ccc2oc(-c3cccnc3)nc2c1)c1cccnc1	-36	46
O=C(CC12CC3CC(CC(C3)C1)C2)N1CCOCC1	15	16
Cc1ccc(C)c(N2CCN(C(=O)c3ccc(CS(=O)(=O)c4ccccc4C)o3)CC2)c1	-32	28
O=C(CN(C(=O)Cn1nnc(-c2cccs2)n1)c1ccc2c(c1)OCCO2)NC1CCCCC1	25	22
Nc1cc(N)nc(SCC(=O)c2ccccc2)n1	-34	53
CCN1CCN(C(c2cccs2)C(C)NC(=O)NC2CCCCC2)CC1 (stereo unspecified)	-37	71
CCOC(=O)CSC1=C(C#N)C(c2ccccc2F)C(C(C)=O)=C(C)N1 (stereo unspecified)	-26	43
CCOC(=O)c1c(NC(=O)CSc2nnc(C)c(=O)[nH]2)sc2c1CCCC2	10	21
CCc1ccc(OCC(=O)OC2CCS(=O)(=O)C2)cc1 (stereo unspecified)	10	39
FC(F)(F)COc1nc(N2CCCCC2)nc(N2CCNCC2)n1	-90	32
CC(=O)Nc1nc2n(n1)C(c1ccc(F)cc1)C=C(c1ccccc1)N2 (stereo unspecified)	41	12
O=C(O)CSc1nnc(-c2ccc3c(c2)OCO3)o1	-54	30
COC(=O)c1c(-c2ccccc2)csc1NC(=O)CSc1ncnc2sc(C)c(C)c12	-18	37
Cc1cc(N2CCCCC2)nc2ccc(NC(=O)CCC(=O)NCCC(C)C)cc12	-8	23
Cc1cc(C)cc(OCC(=O)OCCN2C(=O)c3ccccc3C2=O)c1	-9	22
Cc1ccc(CNS(=O)(=O)c2ccc(C(C)(C)C)cc2)n1C	38	11
Cn1c(=O)[nH]c(=O)c2c1nc(Br)n2Cc1ccccc1Cl	-40	51
Cc1c(O)ccc2c3c(c(=O)oc12)CCC(C)C3 (stereo unspecified)	2	17
CCOc1ccc(C)cc1S(=O)(=O)n1ccnc1	-5	19
Cc1cc(C)c2nc(-c3ccccn3)cc(C(=O)Nc3ccc(S(=O)(=O)Nc4cc(C)on4)cc3)c2c1	-10	24
CCOC(=O)c1cc(-c2ccccc2)sc1NC(=O)CSc1nnnn1C	1	35
O=C(CSCc1n[nH]c(=O)[nH]1)NCCOc1cccc(Oc2ccccc2)c1	38	12
COc1ccc(N2CCN(c3nc(=S)n(-c4ccccc4)c(C)c3C(C)=O)CC2)cc1	17	15
COc1ccc(C)cc1NC(=O)c1ccc(N(C)S(C)(=O)=O)cc1	-22	21
C/C(=C\C(=O)c1cccnc1)Nc1ccc(C(=O)O)cc1	20	19
CC(NC(=O)/C(C#N)=C/c1cn[nH]c1-c1ccccc1)c1ccccc1 (stereo unspecified)	36	21
O=C(Nc1ccc(N2CCCC2=O)cc1)c1cccc(F)c1	50	8.5
Cc1cc2oc(=O)cc(CN3CCc4ccccc43)c2cc1Cl	21	30
CCN1C(=O)/C(=c2/s/c(=C3\SC(C)=C(C)N3CC)c(=O)n2CC)N(c2ccccc2)C1=S	16	17
COCCn1nnnc1CN(Cc1cc2cc(OC)c(OC)cc2[nH]c1=O)C1CCCC1	3	33
CCc1noc(C)c1C(=O)N1CCOCC1	-6	22
c1coc(CNc2nc(-c3ccncc3)cs2)c1	-69	32
CCCC(=O)N1CCc2[nH]c3ccccc3c2C1	22	27
CCOc1ccc(-c2nc(C#N)c(N3CCCCCC3)o2)cc1	39	19
Cc1sc(NC(=O)c2ccco2)c(CN2CCN(c3ccccn3)CC2)c1C	28	26
Cc1c(C(=O)NCc2ccc3c(c2)OCO3)oc2ccccc12	33	12
Cn1cnc2c1c(=O)n(Cc1c(Cl)cccc1Cl)c(=O)n2C	-22	24
Cc1ccc(NC(=O)CSc2nnc(-c3ccco3)c(-c3ccco3)n2)cc1	2	38
Cc1noc(C(=O)NCc2ccccc2)c1Cl	-22	45
COC(=O)c1cc(NC(=O)C23CCC(C)(C(=O)O2)C3(C)C)cc(C(=O)OC)c1 (stereo unspecified)	18	16
C#CCSc1nnc(-c2sc3ccccc3c2Cl)o1	-34	52
COc1cccc(OCc2cc(/C=N/NC(=O)c3nc(Cl)c(Cl)c(N)c3Cl)ccc2OC)c1	14	24
COc1ccc(CNS(=O)(=O)c2ccc(OC)cc2)cc1	56	7.5
Nc1nc(NC(=O)CCCC(=O)O)nn1-c1ccccc1	29	23
CCOc1ccc(S(=O)(=O)NCc2ccncc2)cc1	13	16
COc1ccc(CCNC(=O)Cn2cnc3c(nnn3Cc3ccc(C)cc3)c2=O)cc1OC	24	15
COc1cccc(N2C(=O)c3ccncc3C2=O)c1	2	39
Cc1cnc(NC(=O)COc2cccc3c2OC(C)(C)C3)s1	2	37
CCOC(=O)Nc1nc(C)c(C(=O)N(C)C)s1	15	15
COc1ccc(Br)cc1C1CC(=O)N2CN(C)CSC2=C1C#N (stereo unspecified)	-10	50

Another view of seven compounds above.
smiles,mHtt clearance,mHtt clearance grain fraction
COc1cccc(OCc2cc(/C=N/NC(=O)c3nc(Cl)c(Cl)c(N)c3Cl)ccc2OC)c1,14,24
COc1ccc(CNS(=O)(=O)c2ccc(OC)cc2)cc1,56,7.5
Nc1nc(NC(=O)CCCC(=O)O)nn1-c1ccccc1,29,23
CCOc1ccc(S(=O)(=O)NCc2ccncc2)cc1,13,16
COc1ccc(CCNC(=O)Cn2cnc3c(nnn3Cc3ccc(C)cc3)c2=O)cc1OC,24,15
COc1cccc(N2C(=O)c3ccncc3C2=O)c1,2,39
Cc1cnc(NC(=O)COc2cccc3c2OC(C)(C)C3)s1,2,37

Later entries:
SMILES	mHtt clearance	mHtt clearance grain fraction
COc1ccc(Cl)cc1NC(=O)N1CCN(C2CCCCC2)CC1	-43	27
Cc1cc(C(=O)COC(=O)CN(C)S(=O)(=O)c2ccc(Cl)cc2)c(C)n1Cc1cccs1	-15	39
O=C(c1ccc(N2CCCC2=O)cc1)N1CCOCC1	28	15
CC(C)NC(=O)c1ccc(Sc2ccccc2)c([N+](=O)[O-])c1	-26	49
COc1ccc(OC)c(C(c2nnnn2CC2CCCO2)N2CCN(C)CC2)c1 (stereo unspecified)	12	31
CCn1c(SCC(=O)NCc2ccc3c(c2)OCO3)nnc1-c1cccs1	-49	24
COc1ccc(S(=O)(=O)N(CCc2ccccc2)CC(=O)NC(C)C)cc1	31	22
Cn1c(=O)[nH]c(=O)c2c1nc(Br)n2CCSc1nc2ccccc2o1	20	25
CCN(CC)c1ccc(/C=C(/C#N)c2nc3ccc(C)cc3[nH]2)c(OC(C)C)c1	10	27
COC(=O)c1ccc(C2C(C(=O)c3cc4ccccc4o3)=C(O)C(=O)N2CCCN(C)C)cc1 (stereo unspecified)	-31	45
Cn1c(Cc2ccccc2)nnc1SCC(=O)NC1CCCCC1	4	16
O=C1c2ccccc2S(=O)(=O)N1CC(O)Cn1ccc2ccccc21 (stereo unspecified)	8	18
Cc1sc2nc(CN3CCOCC3)nc(N3CCC(C(N)=O)CC3)c2c1C	-43	49
O=C1C2C3C=CC(C3)C2C(=O)N1c1nc2ccccc2s1 (stereo unspecified)	-76	34
COc1cccc(C(=O)Nc2ccc(NC(=O)c3ccco3)cn2)c1	-20	46
COc1cc(NC(=O)CN2C(=O)c3ccccc3S2(=O)=O)c(OC)cc1Cl	8	19
COc1cc(CNC2CCCC2)cc(OC)c1	1	33
COc1ccc(-c2ccc(=O)n(CC(=O)NCc3ccco3)n2)cc1	6	37

Compound activity from PubChem BioAssay.

Some of the compounds tested, so the mix of outcomes need not match the whole.
